# Screens as filed in PubChem.
# Myeloid diff 2 = myeloid differentiation induction; ER-HoxA9 myeloid progenitors, lysozyme-GFP differentiation, flow cytometry; calls only at 10 µM; actives 1% (n = 360,000); AID 624256;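 active means normalized GFP-positive differentiation at or above the plate's own cutoff, the solvent-only control mean plus 3 SD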;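 further: cells exposed to compound for four days before flow analysis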
# GPR55 LPI antagonism = inhibition of LPI-stimulated GPR55 beta-arrestin translocation – imaging, U2OS, beta-arrestin-GFP, LPI agonist, primary screen (AID 2013); U2OS GPR55 beta-arrestin-GFP translocation imaging, LPI antagonism; higher % means a stronger effect; actives 0.13% (n = 290,000); inhibition, % at 10 µM, or IC50 in µM where a hit was titrated;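 active means spots per cell inhibited over 60%, with over 100 cells counted and total cytoplasm intensity under 500,000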;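 further: U2OS cells stably carrying GPR55 and arrestin-GFP stimulated by 5 µM LPI near EC80; imaged beta-arrestin-GFP aggregate spots per cell after agonist stimulation; plate controls were LPI-stimulated DMSO wells for no effect and DMSO wells without LPI for full effect; some results filed as inactive read as strong as hits; confirmed hits need IC50 under 10 µM and bright autofluorescent wells are also inconclusive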
# NOD1 NF-kB reporter = inhibition of NOD1-driven NF-kB reporter – cell-based, luminescence, uHTS, primary screen (AID 1578). NOD1-driven NF-kB luciferase reporter cells, luminescence; higher % means a stronger effect. inhibition, % at 4 µM; hits with a dose series show EC50 in µM. actives 1% (n = 290,000); in the data active means inhibition mostly above about 36%, no sharp cut-off; inactive means mostly below about 34%;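 further: HEK-293T reporter cells stimulated with the NOD1 agonist gamma-tri-DAP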
# HEK293 NOD2/NF-kB = NOD2 signaling inhibitors, cell-based, luminescence, uHTS, HEK293 (AID 1566) | HEK293 NOD2/NF-kB luciferase reporter, luminescence; higher % means a stronger effect | actives 0.63% (n = 290,000) | inhibition, % at 4 µM; hits with a dose series show EC50 in µM; further: many of its hits are not listed in these tables
# KOR beta-arrestin-1 = kappa opioid receptor blockers – cell-based, luminescence, uHTS (AID 1778); KOR beta-arrestin recruitment, luminescence, antagonist mode; higher % means a stronger effect; inhibition, % at 10 µM, or IC50 in µM where a hit was titrated; actives 0.091% (n = 290,000); further: strong numbers were not always called active
# HIV fusion peptide = inhibitors of HIV fusion peptide binding, primary screen, biochemical, uHTS, fluorescence dequenching (AID 1986); cell-free peptide binding, fluorescence dequenching, 30 min; higher % means a stronger effect; inhibition, % at 20 µM, or IC50 in µM where a hit was titrated; actives 0.3% (n = 290,000); in the data active means inhibition mostly above about 52%, no sharp cut-off; inactive means mostly below about 76%; further: some results filed as inactive read as strong as hits
# KOR beta-arrestin-2 = kappa opioid receptor activators – cell-based, luminescence, uHTS, primary screen (AID 1777) | activation, % at 10 µM; hits with a dose series show EC50 in µM | KOR beta-arrestin recruitment, luminescence; higher % means a stronger effect | actives 0.02% (n = 280,000); in the data active means activation above about 50%, passing the limit was not always enough; further: a part of the inactive calls stands beside numbers as strong as those of hits
# GPR35 arrestin U2OS = GPR35 antagonists blocking zaprinast-driven arrestin recruitment, primary screen, imaging, U2OS, beta-arrestin-GFP, zaprinast agonist (AID 2058). U2OS GPR35 beta-arrestin-GFP translocation imaging, zaprinast antagonism; higher % means a stronger effect. one-dose inhibition, % at 10 µM; IC50 in µM for titrated hits. actives 0.052% (n = 290,000);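 active means inhibition of at least 50% with at least 30 cells and total cytoplasm GFP at most 10,000,000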
# GPR55 activation = selective activators of receptor GPR55 – imaging, U2OS cells, beta-arrestin-GFP redistribution, primary screen (AID 1961); U2OS GPR55 beta-arrestin-GFP redistribution imaging; higher % means a stronger effect; one-dose activation, % at 10 µM; EC50 in µM for titrated hits; actives 0.048% (n = 290,000);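 active means activation above 40% with more than 50 cells counted in the well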;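 further: U2OS osteosarcoma cells stably expressing GPR55 and beta-arrestin-GFP; plate controls were DMSO negative control for no effect and LPI positive control for full effect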
# Myeloid diff 2 GFP+ MAC1+ % = also measured in Myeloid diff 2; calls as there; GFP+ MAC1+ double positive, %; measured here: differentiation confirmed by MAC1 staining
# Numbers without * were called inactive; i = inactive; / = not tested or not shown; + = active, no number; & = joins results of further samples; [ ] = another dose, or the depositor's remark. Unless noted, no stated cut-off is given here; in the data, active means inhibition above about 50%; inactive means the rest.
SMILES,Myeloid diff 2,Myeloid diff 2 GFP+ MAC1+ %,GPR55 LPI antagonism,NOD1 NF-kB reporter,HEK293 NOD2/NF-kB,KOR beta-arrestin-1,HIV fusion peptide,KOR beta-arrestin-2,GPR35 arrestin U2OS,GPR55 activation
O=C(NNC(=S)Nc1ccc(Cl)cc1)c1cccs1,i,0.3,-3%,-30%,-41%,0%[20 µM],0.3%,0.8%,4%,-0.1%
C=CCNC(=O)N1CCC(CO)(Cc2ccc(Cl)cc2)CC1,i,0.7,5%,1%,12%,4%[20 µM],1.6%,/,-2%,-0.1%
Cn1nc(C(F)(F)F)c2cc(C(=O)Nc3ccc(F)c(Cl)c3)sc21,i,0.5,4%,5%,3%,-73%,1.4%,6.2%,1%,-0.2%
CCOC(=O)N1CCN(S(=O)(=O)c2ccc(C(=O)N(CCN(CC)CC)c3nc4ccc(C)cc4s3)cc2)CC1,i,0.3,0%,-24%,-4%,-25%,-2.5%,13%,2%,-0.2%
Cc1c(C(=O)NC(Cc2ccccc2)c2nc3ccccc3[nH]2)cccc1[N+](=O)[O-] (stereo unspecified),i,0.2,-5%,-28%,-7%,23%,0.1%,0.7%,-1%,-0.1%
CC/C(=N\NC(=S)NC(C)C)c1ccc(OC(F)F)cc1,i,0.3,2%,-9%,13%,10%,-1.7%,-4.6%,-4%,0.5%
CC(C)CCNC(=O)C(C)N(C(=O)Cn1nnc(-c2ccc(F)cc2)n1)C1CCCC1 (stereo unspecified),i,0.9,-11%,6%,18%,-9%,3.0%,-0.3%,4%,0.2%
CCNC(=O)C/C(C)=N/NC(=O)C1CCCCC1,i,0.6,9%,-29%,4%,-4%,0.4%,-1.8%,4%,-0.4%
O=C(Cn1nc(-c2ccccc2)c2ccccc2c1=O)NCCN1CCOCC1,i,0.3,3%,-21%,-8%,-28%,0.7%,2.0%,-2%,0.2%
COc1ccc(OCc2nnc(SCC(=O)Nc3ccccc3C#N)o2)cc1,i,2.3,0%,0%,-7%,-10%,2.3%,-0.5%,4%,0.5%
CCc1cccc(NC(=O)c2ccc(NS(=O)(=O)c3c(C)noc3C)cc2)c1,i,1.2,9%,-12%,18%,-8%,-1.4%,0.8%,25%,0.0%
O=C(Cc1cccs1)NCc1ccc(F)cc1,i,1.0,-7%,-18%,-2%,-60%,1.8%,5.5%,1%,0.3%
Fc1ccc(-n2cc(CNCCc3ccncc3)c(-c3ccccc3Cl)n2)cc1,i,0.1,-1%,-22%,6%,-48%[20 µM],1.3%,/,6%,0.7%
Cc1ccc(-n2nc3c(=O)n(CC(=O)NC4CCCCC4)nc(C)c3c2C)cc1,i,0.0,9%,-10%,15%,-18%,-1.4%,-4.6%,6%,-0.1%
CNC(=O)c1c(NC(=O)c2ccc(S(=O)(=O)N3CCCc4ccccc43)cc2)sc2c1CCN(C)C2,+,5.9*,12%,-10%,-13%,11%,18%,6.1%,-2%,0.7%
CCOC(=O)C(NC(=O)c1ccccc1)=C(C)C,i,1.8,-11%,-8%,-8%,-12%,-0.4%,-0.6%,4%,0.2%
COC(=O)c1cccc(S(=O)(=O)N2CCC(n3nnc4cc(F)ccc43)CC2)c1,i,0.5,-12%,-9%,-12%,-29%,-0.8%,0.5%,-2%,0.2%
COC(=O)c1sc2nc(C)nc(SCC(=O)N3CCC(C(=O)O)CC3)c2c1C,i,0.3,-12%,-9%,-2%,2%,-0.9%,-3.7%,8%,-0.5%
Cc1ccc2[nH]c(=O)c3cc(C(=O)N(C)c4ccccc4C)sc3c2c1,i,0.1,11%,0%,13%,27%,-0.2%,0.6%,-8%,-0.1%
CCOc1c(Br)cc(C2NC(=O)CCC2[N+](=O)[O-])cc1OC (stereo unspecified),i,0.6,20%,-5%,12%,-3%,1.4%,-0.9%,-1%,0.2%
CC(=O)N1CC23C=CC(CC2CC12CCCCCC2)O3 (stereo unspecified),i,0.3,10%,-10%,5%,1%,-1.1%,-2.8%,-6%,-0.3%
O=c1c2nnn(-c3cccc(F)c3)c2ncn1Cc1ccccn1,i,0.6,-1%,-4%,-10%,-39%,-2.9%,0.6%,14%,0.6%
CC(C)/C=C/CN1CCC(Oc2ccc(C(=O)N3CCCC3)cc2)CC1,i,0.4,-9%,-12%,-12%,-4%,-0.5%,2.5%,3%,0.1%
COc1ccc(C(=O)NCc2cc(C)nc3ccccc23)cc1,i,0.1,-2%,26%,32%,-34%[20 µM],-2.7%,-0.9%,-5%,-0.1%
COC(=O)Cc1cc(=O)[nH]c(/N=C(\N)Nc2ccccc2)n1,i,0.7,7%,-13%,13%,4%,0.7%,4.4%,5%,-0.1%

# Compound profiles, from the list above. Order of screens: Myeloid diff 2, Myeloid diff 2 GFP+ MAC1+ %, GPR55 LPI antagonism, NOD1 NF-kB reporter, HEK293 NOD2/NF-kB, KOR beta-arrestin-1, HIV fusion peptide, KOR beta-arrestin-2, GPR35 arrestin U2OS, GPR55 activation
# CCOC(=O)N1CCN(S(=O)(=O)c2ccc(C(=O)N(CCN(CC)CC)c3nc4ccc(C)cc4s3)cc2)CC1 is entered as i, 0.3, 0%, -24%, -4%, -25%, -2.5%, 13%, 2%, -0.2%
# COC(=O)c1sc2nc(C)nc(SCC(=O)N3CCC(C(=O)O)CC3)c2c1C is entered as i, 0.3, -12%, -9%, -2%, 2%, -0.9%, -3.7%, 8%, -0.5%
# CC(=O)N1CC23C=CC(CC2CC12CCCCCC2)O3 (stereo unspecified) is entered as i, 0.3, 10%, -10%, 5%, 1%, -1.1%, -2.8%, -6%, -0.3%
# C=CCNC(=O)N1CCC(CO)(Cc2ccc(Cl)cc2)CC1 is entered as i, 0.7, 5%, 1%, 12%, 4%[20 µM], 1.6%, /, -2%, -0.1%
# CC/C(=N\NC(=S)NC(C)C)c1ccc(OC(F)F)cc1 is entered as i, 0.3, 2%, -9%, 13%, 10%, -1.7%, -4.6%, -4%, 0.5%

# Returning to the listing, starting 2 compounds before the break.
SMILES,Myeloid diff 2,Myeloid diff 2 GFP+ MAC1+ %,GPR55 LPI antagonism,NOD1 NF-kB reporter,HEK293 NOD2/NF-kB,KOR beta-arrestin-1,HIV fusion peptide,KOR beta-arrestin-2,GPR35 arrestin U2OS,GPR55 activation
COc1ccc(C(=O)NCc2cc(C)nc3ccccc23)cc1,i,0.1,-2%,26%,32%,-34%[20 µM],-2.7%,-0.9%,-5%,-0.1%
COC(=O)Cc1cc(=O)[nH]c(/N=C(\N)Nc2ccccc2)n1,i,0.7,7%,-13%,13%,4%,0.7%,4.4%,5%,-0.1%
N#C/C(=C(/O)c1ccc2c(c1)OCO2)c1nc2cc(C(F)(F)F)ccc2s1,i,0.8,-6%,86%*,34%,-7%[20 µM],61%,-7.7%,-20%,-0.1%
Cc1ccccc1C(C(=O)NC1CCCCC1)N(C(=O)c1ccccn1)c1cccnc1 (stereo unspecified),i,1.0,-2%,-24%,15%,-4%,1.1%,5.3%,1%,0.4%
O=C(O)CCCC(=O)Nc1ccc(N2CCCC2)cc1,i,1.2,0%,-16%,6%,3%,2.3%,11%,5%,-0.1%
COc1cccc(N=Nc2c(=O)[nH]n3c(=O)cc(C)[nH]c23)c1,i,0.5,-9%,3%,6%,22%,2.8%,-1.7%,6%,0.0%
O=C(CN(Cc1ccc(Br)cc1)S(=O)(=O)c1ccccc1)NCc1ccccn1,i,1.6,0%,-14%,3%,2%,-0.5%,-2.3%,-3%,0.0%
CC(C)CNc1nc(Oc2ccc(=O)[nH]n2)nc(N(C)C)n1,i,8.9,1%,-11%,12%,-26%,0.0%,1.8%,-1%,-0.1%
O=C(O)c1cc(-c2ccccc2Cl)n[nH]1,i,0.7,2%,-10%,0%,18%,2.5%,4.2%,3%,-0.1%
COc1ccccc1C(=O)OCCN1CCOCC1,i,7.2,17%,-3%,12%,7%,-0.3%,-7.4%,-7%,0.9%
NNC(=S)Nc1ccc(S(=O)(=O)N2CCOCC2)cc1,i,0.4,6%,-16%,7%,7%,-1.0%,2.6%,1%,-0.2%
CN(CC(=O)NC1CC1)S(=O)(=O)c1ccc(F)cc1,i,0.7,2%,-22%,-3%,-3%[20 µM],0.3%,/,-5%,0.2%
CC(c1ccco1)N(C(=O)c1ccc(Cl)c([N+](=O)[O-])c1)c1ccccn1 (stereo unspecified),i,0.4,-11%,7%,13%,-30%,0.7%,-3.7%,3%,0.2%
Cc1ccc(CNC(=O)c2ccc(N3CCC4(CC3)CC(c3ccccc3)=NO4)c(NC(=O)c3ccc(Br)cc3)c2)cc1,i,2.7,-2%,-26%,0%,-10%[20 µM],0.9%,0.0%,3%,-0.2%
NS(=O)(=O)c1ccc(NNC(=O)c2ccccc2C(=O)O)cc1,i,0.3,6%,0%,-9%,0%,-0.8%,1.5%,-5%,-0.1%
COC(=O)c1cc(Cl)c(NC(=O)c2ccc(F)cc2)cc1OC,i,0.8,5%,-15%,13%,18%,0.5%,0.8%,0%,-0.3%
Cc1ccccc1-n1c(C)nnc1SCc1nc2ccccc2s1,i,6.7,-6%,-36%,-63%,27%,2.8%,2.0%,12%,-0.2%
CCOC(=O)c1sc2ccccc2c1OC(=O)c1ccccc1OC,i,0.4,4%,46%,22%,20%,2.0%,-1.2%,2%,2.1%
CN(C)S(=O)(=O)c1ccc(N/C=C(\[N+](=O)[O-])S(=O)(=O)c2ccccc2)cc1,i,0.8,-2%,-6%,-4%,-18%,-0.3%,0.0%,8%,0.6%
Cc1cc(C)cc(N2C(=O)c3nccnc3C2=O)c1,i,0.4,-6%,-15%,6%,-9%,-1.2%,5.7%,24%,-0.2%
CCOc1cc(OCC)cc(C(=O)O)c1,i,1.3,6%,-12%,-4%,0%,-2.7%,0.5%,-2%,-0.1%
CN(C)S(=O)(=O)Oc1cccc(C(=O)Nc2cccc(Cl)c2)c1,i,0.1,8%,27%,-25%,-6%,2.4%,2.8%,1%,0.5%
COC(=O)C(C)Oc1ccc(-c2nccc(-c3cccs3)n2)cc1 (stereo unspecified),i,1.2,14%,-39%,-13%,28%,-0.8%,1.2%,-7%,-0.2%
O=C(C[n+]1ccc(/C=N/O)cc1)NCc1ccccc1,i,1.0,5%,-1%,18%,10%,1.0%,1.0%,-2%,1.1%
CC(=O)c1cc(CN2C(=O)c3ccccc3C2=O)cs1,i,0.5,-7%,6%,7%,1%,-0.4%,5.4%,10%,0.2%
c1ccc(CCC2=NCCn3cccc32)cc1,i,0.8&4.6,-4%,-13%,6%,-16%,1.5%,11%,-10%,-0.3%
CC(C)Nc1nc(SC(C)C(=O)Nc2ccccc2)nc(N(C)C)n1 (stereo unspecified),i,0.6,0%,-11%,-2%,16%,1.3%,-4.8%,-2%,-0.3%
Cc1cccc(NC(=S)NCc2ccc3c(c2)OCO3)c1,i,0.1,10%,-14%,2%,-6%,-1.3%,5.7%,-4%,-0.4%
CCc1cc(=O)oc2c(C)c(OC(C)C(=O)N3CCC[C@@H]3C(=O)O)ccc12 (stereo partly specified),i,1.6,-5%,-22%,-4%,14%[20 µM],1.4%,-3.0%,3%,0.4%

# A portion of the library (hit frequency here may not be typical).
